Assay outcomes deposited in PubChem BioAssay by several laboratories.
Yfh1-depleted yeast = enhancers of respiration in Yfh1-depleted yeast, dose response, Friedreich's ataxia, plus single-dose screen (AID 1465) | fold induction at 50 µM, or EC50 in µM where a hit was titrated | hit rate 0.074% among 220,000 | S. cerevisiae Yfh1-off respiration, WST-1 reduction, 72 h; higher fold induction means a stronger effect;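 active = fold induction of absorbance versus untreated yeast above a set limit, then at least 30% activation at any dose in follow-up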;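 also: activators that raise dye reduction in frataxin-depleted yeast; strong numbers were not always called active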
XIAP antagonists = XIAP antagonists, biochemical, IAP family, fluorescence polarization (AID 1018); XIAP BIR domain, fluorescence polarization peptide displacement; higher % means a stronger effect; displacement, % at 20 µM; hits with a dose series show IC50 in µM; hit rate 0.007% among 200,000; in the data active = displacement above about 50%; also: a part of the inactive calls stands beside numbers as strong as those of hits
RSV antiviral HEp-2 = inhibition of RSV-induced cytopathic effect – HEp-2 cells, primary 10 µM value included (AID 2391). HEp-2 cells, RSV-induced CPE inhibition; higher % means a stronger effect. CPE inhibition, % at 10 µM; hits with a dose series show IC50 in µM. hit rate 0.13% among 310,000; in the data active = a potency from the dose series; also: strong numbers were not always called active
ER stress rescue = rescue of cells from ER stress-induced death, primary screen, 384-well, CSM14.1, thapsigargin, ATP luminescence (AID 1222) | CSM14.1 thapsigargin-induced death rescue, ATP luminescence; higher % means a stronger effect | cellular ATP content (survival), % at 20 µM, or EC50 in µM where a hit was titrated | 190,000 tested, under 10 active;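 active = EC50 below 50 µM in the dose-response confirmation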;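 also: death triggered by thapsigargin at about 15 µM added after 2 h compound pretreatment; cell ATP read after overnight thapsigargin exposure of roughly 18 to 22 hours; normalized against plate controls of thapsigargin alone and 5% DMSO vehicle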
West Nile virus CPE = West Nile virus antiviral activity, cell-based, CPE readout (AID 1621); West Nile virus-infected cells, CPE inhibition; higher % means a stronger effect; CPE inhibition, % at 10 µM, or IC50 in µM where a hit was titrated; hit rate 0.02% among 290,000; in the data active = a potency from the dose series; also: strong numbers were not always called active
SV40 large T antigen = TAg ATPase/helicase activity blockers – biochemical (AID 1903). SV40 large T antigen ATPase/helicase inhibition assay; higher % means a stronger effect. one-dose inhibition, % at 20 µM; IC50 in µM for titrated hits. hit rate 0.39% among 310,000; in the data active = a potency from the dose series; also: strong numbers were not always called active
WT yeast gro inh = growth inhibition of WT yeast, mitochondrial fusion screen; hit rate 2.1% among 190,000; mitochondrial fusion phenotypic screen, WT strain; inhibition, % at 10 µM; AID 1362; in the data active = inhibition above about 58%; tested in S. cerevisiae
Dengue-2 NS5 capping = flavivirus cap methylation enzyme inhibition – biochemical, confirmation dose response, primary screen (AID 588689) | Dengue-2 NS5 methyltransferase capping enzyme assay, biochemical; higher % means a stronger effect | inhibition, % at 25 µM; hits with a dose series show IC50 in µM | hit rate 0.3% among 340,000; in the data active = a potency from the dose series
K1F lysis inhibition = protection from phage-mediated lysis, alamar blue read-out – E. coli UTI89, K1F phage, bacterial capsule biogenesis inhibitors (AID 488966) | E. coli UTI89 K1F phage lysis, alamar blue, 2 h; higher % means a stronger effect | hit rate 0.02% among 340,000 | inhibition, % at 100 µM; hits with a dose series show IC50 in µM;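 active = phage lysis inhibition, versus mean bacterial control, above a set limit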;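 also: capsule biogenesis inhibitors block K1F phage lysis so surviving cells raise fluorescence; higher fluorescence means more inhibition of phage lysis; actives were called in the ten point dose series up to 300 µM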
WT yeast gro inh mutant strain = also measured in WT yeast gro inh; calls as there; inhibition, %; mitochondrial fusion phenotypic screen, mutant strain inhibition
Dengue-2 NS5 capping pilot replicate = further read-out of Dengue-2 NS5 capping, marked with its call; inhibition, %; measured here: pilot screen replicate inhibition
* hit, by the source's call; i = inactive; x = not tested or not shown; & = joins results of further samples; [ ] = dose if it differs, or a comment.

SMILES	Yfh1-depleted yeast	XIAP antagonists	RSV antiviral HEp-2	ER stress rescue	West Nile virus CPE	SV40 large T antigen	WT yeast gro inh	WT yeast gro inh mutant strain	Dengue-2 NS5 capping	K1F lysis inhibition	others
CC(=O)Nc1ccc(S(=O)(=O)N2CCSC2)cc1	x	x	-0.5%	x	-0.7%	4%	x	x	x	-1.1%
CN1CCCC(OC(=O)c2ccc(C#N)cc2)C1 (stereo not drawn)	x	x	1.6%	x	0.6%	4%	x	x	-4%	1.6%[50 µM]
NS(=O)(=O)c1cccc(NC(=O)CSc2nc3ccccc3n2-c2ccccc2)c1	i	-8.2%	20%	-1.0%	-0.8%	6%	-7	1	-3%	0.4%
CC(C)(C)NC(=O)Cn1cc(C#N)c2cc(Br)ccc21	i	-1.8%	2.1%	-0.8%	-0.6%	10%	5	4	-5%	3.1%
O=C1Cc2ccccc2C(=O)N1OCc1ccc(Cl)cc1Cl	i	-11%	-2.2%	-3.6%	-0.7%	8%	12	20	0%	i
O=C(COC(=O)c1cc(-c2ccco2)nc2ccccc12)NCc1ccc2c(c1)OCO2	x	-21%	-0.8%	-2.5%	x	5%	0	-8	13%	-1.0%
CCNC(=S)NNC(=O)c1c(Cl)c(C)nn1C	i	-4.4%	1.0%	-3.2%	1.2%	12%	-1	-11	-3%	1.7%
Cn1cc(C(=O)c2ccccc2C(=O)O)cc1C(=O)C(Cl)(Cl)Cl	x	x	2.9%	x	0.9%	36%	x	x	1%	0.2%
COC(=O)C1(C)NC(c2ccc(Cl)cc2)C2C(=O)N(c3ccccc3)C(=O)C21 (stereo not drawn)	x	x	0.3%	x	0.4%	-5%	x	x	-1%	0.1%	Dengue-2 NS5 capping pilot replicate=1.2
Cc1ccc(C)c(NC(=O)C(NCC(C)(C)N2CCOCC2)c2ccccc2)c1 (stereo not drawn)	i	1.0%	-0.1%	0.0%	-0.5%	10%	-1	0	-5%	-0.3%
CCn1cc(CNC(=O)C2CCC(=O)N(C3CCCCCC3)C2)cn1 (stereo not drawn)	x	x	2.3%	x	0.8%	6%	x	x	1%	1.4%[50 µM]
O=C(Oc1cccc2ccccc12)c1ccncc1	i	-3.8%	1.1%	-2.3%	0.1%	25%	-24	-9	2%	1.9%
O=S(=O)(c1cccs1)N1CCN(CC(O)COc2cccc(Br)c2)CC1 (stereo not drawn)	i	-0.9%	16%	3.6%	0.1%	-1%	10	-3	9%	-0.3%	Dengue-2 NS5 capping pilot replicate=-0.3
Cc1ccc(C)c(NC(=O)CN(C)C(=O)c2oc3c(Cl)cccc3c2C)c1	x	x	-0.1%	x	x	18%	x	x	-2%	-1.7%
Cc1csc(Nc2nc(N)c(C(=O)Nc3ccccc3)o2)n1	x	x	-0.5%	x	-0.4%	-1%	x	x	-5%	0.2%
CN(CC(=O)Nc1ccccc1N1CCOCC1)S(=O)(=O)c1ccc(F)cc1	i	0.0%	2.8%	-0.9%	-0.1%	1%	30	-4	-3%	0.0%
CC1=CC(=O)c2ccccc2C1=O	46µM*	-1.5%	1.4%&0.0%	-3.3%	-0.7%	15%&5%	47	24	-1%&1%	7.2%&2.7%
C=CCn1c(CNC(=O)c2ccccc2C)nnc1SCC(=O)NC1CCCC1	i	0.5%	1.8%	x	-0.2%	7%	-6	-1	-8%	0.4%
CCN(CC)CCNc1nc(-n2nc(C)cc2C)nc2sc3c(c12)CC(C)(C)OC3	i	x	-1.9%	x	-0.2%	1%	x	x	-2%	0.1%
CC(=O)C1=C(C)NC(=O)NC1c1cccs1 (stereo not drawn)	i	-1.9%	0.3%	-2.3%	-0.5%	-2%	-3	-2	-2%	1.3%
CCCCn1c(N)c(N(CC(C)C)C(=O)C2CCCN(C(=O)c3ccc(Cl)cc3)C2)c(=O)[nH]c1=O (stereo not drawn)	x	x	-1.4%	x	x	13%	x	x	-1%	-0.7%[50 µM]
C/C(=N\Nc1ccc(F)cc1F)c1cccs1	i	-2.6%	0.4%	0.1%	0.2%	5%	34	42	x	x
S=C(NCCc1cnc[nH]1)NC1CCCC1	i	-1.4%	0.7%	-0.9%	-0.1%	5%	-9	7	-1%	0.2%
Cc1cccc(C(CC(=O)N2CCCCC2)c2ccccc2)c1O (stereo not drawn)	x	x	1.9%	x	-0.3%	11%	x	x	5%	1.3%
Cc1cc(C(=O)COC(=O)c2ccc[nH]c2=O)c(C)n1-c1ccc(F)cc1	i	-4.0%	2.0%	-7.9%	-0.2%	-1%	-5	-15	-5%	3.1%
(further entries)
SMILES	Yfh1-depleted yeast	XIAP antagonists	RSV antiviral HEp-2	ER stress rescue	West Nile virus CPE	SV40 large T antigen	WT yeast gro inh	WT yeast gro inh mutant strain	Dengue-2 NS5 capping	K1F lysis inhibition	others
Cc1cc(C(=O)Nc2cccnc2)no1	i	1.9%	0.5%	-0.2%	0.0%	8%	-4	-13	2%	-0.1%
CCc1nn(CC(=O)NCCc2ccc(Cl)cc2)c(=O)c2cccn12	x	x	5.2%	x	3.3%	10%	x	x	-4%	0.1%
Cc1cccc(NC(=O)c2cc(C)nc3ccccc23)c1	x	x	0.1%	x	-0.1%	5%	x	x	-1%	0.3%
Cc1ccccc1-c1cc(=O)c2c(O)cccc2o1	i	x	-3.5%	x	0.3%	5%	x	x	-7%	1.7%
O=C(COC(=O)c1cc([N+](=O)[O-])ccc1N1CCOCC1)c1ccccc1	x	x	-1.9%	x	x	7%	x	x	-1%	0.4%[50 µM]
CCOC(=O)C1(Cc2ccc(Cl)cc2)CCN(C(=O)C2=NNC(=O)CC2)CC1	i	-4.3%	-0.4%	2.1%	-0.7%	6%	-9	-14	-34%	-1.4%
COc1cccc(OCCCCN2CCCCC2)c1	i	-1.8%	-1.7%	-1.1%	-0.6%	4%	-6	-8	-2%	0.0%
NC(=O)CC[C@@H]1NC(=O)[C@@H]2CCCN2C(=O)c2cc([N+](=O)[O-])cc(I)c2NCCC[C@@H](C(N)=O)NC1=O	i	-4.5%	0.8%	-3.3%	-0.2%	16%	-19	-12	x	x
O=C(C1CCC1)N1CCN(S(=O)(=O)c2ccc(F)cc2)CC1	x	x	-1.4%	x	x	13%	x	x	-3%	0.3%[50 µM]
CCc1cc(=O)[nH]c(SC/C=C/c2ccccc2)n1	x	x	11%	x	-0.5%	4%	x	x	11%	8.8%
CC(C)(C)NC(=O)c1oc2ccccc2c1COc1ccccc1	i	-5.0%	1.9%	-3.2%	0.0%	-5%	51	15	-7%	7.1%
CN(C)C1(CNC(=O)C2CCC(=O)N(CCc3ccc(Cl)cc3)C2)CCCCC1 (stereo not drawn)	x	x	0.2%	x	-0.2%	6%	x	x	3%	0.1%
Cc1cc(NCc2ccccc2)nc(-c2ccccc2O)n1	i	-0.2%	7.3%	-2.6%	-0.3%	2%	62*	44*	-3%	0.2%
O=C(Oc1ccc(OC(=O)N2CCOCC2)cc1)c1ccccc1	i	-4.4%	10%	-3.1%	-0.3%	4%	11	4	-6%	0.4%
O=C(CNc1cccc(S(=O)(=O)N2CCCC2)c1)Nc1cccc(F)c1	x	x	19%	x	x	7%	x	x	0%	0.6%[50 µM]
CC(C)COC(=O)n1c(SCC(N)=O)nc2ccccc21	i	x	0.5%	x	-0.1%	-3%	x	x	5%	1.0%
CSCC(C)N1CCC(n2nccc2NC(=O)CCOc2ccccc2)CC1 (stereo not drawn)	x	x	-0.2%	x	-0.8%	-3%	x	x	7%	1.3%[50 µM]
CCOC(=O)c1cc(-c2ccc(OC)cc2)n(CCC(=O)NCCN2CCC(C)CC2)c1C	i	-6.5%	1.8%	-2.4%	x	6%	9	-16	-10%	0.0%
Cc1cc(C)nc(SCc2cc(=O)c(OC(=O)c3ccco3)co2)n1	i	-4.3%	0.1%	-2.1%	0.0%	18%	8	-2	-3%	1.8%[50 µM]
CCn1cc(C(=O)O)c(=O)c2cc(F)c(N3CCN(C(=S)NC(=O)c4ccc(OC)cc4)CC3)cc21	x	x	4.6%	x	0.1%	18%	x	x	-16%	0.6%
CCC(C(=O)NC1CCCCC1)n1c(SCc2cccc(C)c2)nc2ccncc21 (stereo not drawn)	i	-5.6%	0.8%	-5.8%	0.0%	15%	-5	-8	-4%	8.1%
COC(=O)c1cccc(Nc2nc3ccccc3nc2C)c1	i	-21%	7.1%	-0.7%	0.6%	16%	10	12	-2%	-0.1%
Cc1ccc(-c2csc(NC(=O)Cn3cnc4c3c(=O)n(C)c(=O)n4C)n2)cc1C	x	-8.5%	0.3%	-1.9%	1.0%	16%	6	-11	2%	0.6%
